Assay outcomes from PubChem BioAssay.
TNAP inh noacc = blocks human TNAP activity with no phosphate acceptor present. purified TNAP, CDP-star luminescence, 30 min. inhibition, % at 20 µM. actives 0.26% (n = 200,000). AID 1012;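 active = tissue-nonspecific alkaline phosphatase inhibition above about 50% at 20 µM in the single-dose screen, limit read from the data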;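 note: 0% = DMSO negative control and 100% = EDTA positive control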
Target sequence (P05186 whole entry, looked up): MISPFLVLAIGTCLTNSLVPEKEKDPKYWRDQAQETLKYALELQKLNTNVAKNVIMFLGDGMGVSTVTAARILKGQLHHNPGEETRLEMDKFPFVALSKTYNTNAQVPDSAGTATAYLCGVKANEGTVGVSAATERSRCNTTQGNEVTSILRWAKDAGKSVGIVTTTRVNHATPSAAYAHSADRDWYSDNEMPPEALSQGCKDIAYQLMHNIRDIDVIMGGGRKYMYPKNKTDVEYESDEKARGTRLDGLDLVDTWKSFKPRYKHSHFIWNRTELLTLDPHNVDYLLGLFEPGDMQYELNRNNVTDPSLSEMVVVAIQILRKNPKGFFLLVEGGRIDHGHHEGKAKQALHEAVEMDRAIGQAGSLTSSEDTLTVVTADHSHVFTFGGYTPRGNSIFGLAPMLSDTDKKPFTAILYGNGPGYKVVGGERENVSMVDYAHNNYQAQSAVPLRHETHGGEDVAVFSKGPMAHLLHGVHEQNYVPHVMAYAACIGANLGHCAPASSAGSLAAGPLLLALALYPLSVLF
Diaph inh CS = diaphorase inhibition or chemical oxidation counter-screen. diaphorase resazurin-to-resorufin fluorescence, NADH, 16 min; bacterial (C. kluyveri) enzyme, not human. inhibition, % at 20 µM. actives 0.69% (n = 190,000);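 active = primary screen inhibition at 20 µM above a set limit, cut at about 50% in these data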;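 note: plate controls were DMSO with full reaction for no effect and wells lacking NADH for full effect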
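Assay system: diaphorase enzyme from Clostridium kluyveri. Quantity: enzyme working solution with 0.14 U/mL diaphorase. Schedule: reaction incubation of 16 min at room temperature. Technique: resorufin fluorescence, excitation 544 nm, emission 590 nm. Controls: No-NADH positive control and DMSO neutral control.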
TNAP act hiacc = TNAP (human) activation, high acceptor. P05186. purified TNAP, CDP-star luminescence, 1 M DEA, 30 min; active compounds read high; 0 = EDTA background, 1 = DMSO-only activity. activation factor at 20 µM. 200,000 tested, under 10 active;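 active = activation factor at least 2 at 20 µM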
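Dosing: 20 µM single point. System: human TNAP. Amount: TNAP 1/800 final. Incubation: 30 min, room temperature. Read-out: TNAP activation factor scaled between EDTA and DMSO control wells. Signal: luminescence from CDP-star hydrolysis. Medium: 1 M DEA, pH 9.8, Mg2+, Zn2+. Control set: EDTA negative control, DMSO positive control.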
TNAP inh hiacc = TNAP (human) inhibition, high acceptor; actives 0.03% (n = 200,000); purified TNAP, CDP-star luminescence, 1 M DEA; inhibition, % at 20 µM; AID 1135;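 active = over 50% inhibition of tissue-nonspecific alkaline phosphatase at 20 µM in the single-dose screen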;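 note: plate controls were DMSO wells for no effect and EDTA-quenched wells as full inhibition for full effect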
Diaphorase act = diaphorase activation or chemical reduction counter-screen | Diaphorase/resazurin coupled assay, resorufin fluorescence, 16 min; active compounds read high; 1 = vehicle wells, 0 = NADH-free wells | activation factor at 20 µM | actives 0.005% (n = 190,000) | AID 1229;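 active = diaphorase activity raised at least twofold by the compound at 20 µM; inactive = activation factor below 2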
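Material: Purified diaphorase enzyme from Clostridium kluyveri | Buffer or medium: 50 mM HEPES pH 7.4 with 4.542 mM MgCl2, 0.005% Tween 20 | Times: 16 min enzyme reaction, ambient temperature | Signal: Red resorufin fluorescence at 544/590 nm excitation/emission | Measure: Increased resorufin signal from activators or reducing compounds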
bIAP inh = intestinal alkaline phosphatase (bovine) inhibition. purified bovine IAP, CDP-star luminescence, 30 min. inhibition, % at 20 µM. 190,000 tested, under 10 active. AID 1019;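 active = over 50% inhibition of intestinal alkaline phosphatase at 20 µM in the single-dose screen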
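System: Purified bovine intestinal alkaline phosphatase (IAP) enzyme | Input: IAP diluted 1/65,000,000 in the well | Also added: CDP-star chemiluminescent phosphatase substrate, 30 µM final | Dosing: 20 µM single dose | Times: Enzyme reaction for 30 min at room temperature | Detection: Luminescence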
PMI activator = increases human mannose-6-phosphate isomerase activity; AID 1214; actives 0.005% (n = 190,000); activation factor at 20 µM; purified human PMI, coupled resazurin fluorescence, 20 min; active compounds read high; 1 = vehicle control, 0 substrate-free wells; P34949;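 active = activation factor of 2 or more at 20 µM, relative to plate controls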
Target sequence (P34949 whole entry, looked up): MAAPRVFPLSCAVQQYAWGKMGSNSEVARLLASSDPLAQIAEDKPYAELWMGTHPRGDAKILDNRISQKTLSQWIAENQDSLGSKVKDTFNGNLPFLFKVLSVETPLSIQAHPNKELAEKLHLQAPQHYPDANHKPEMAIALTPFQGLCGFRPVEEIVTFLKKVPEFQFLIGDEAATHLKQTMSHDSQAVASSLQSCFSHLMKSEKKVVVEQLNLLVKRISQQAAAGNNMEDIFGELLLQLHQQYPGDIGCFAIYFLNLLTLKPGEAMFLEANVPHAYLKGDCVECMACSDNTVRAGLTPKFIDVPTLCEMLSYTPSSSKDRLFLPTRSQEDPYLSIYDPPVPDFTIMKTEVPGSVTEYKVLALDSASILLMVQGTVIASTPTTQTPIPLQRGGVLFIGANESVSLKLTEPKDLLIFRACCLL
L major viab = inhibitors of Leishmania major promastigote growth | actives 9% (n = 200,000) | Leishmania major promastigotes, resazurin fluorescence viability | inhibition, % at 10 µM; in the data active = inhibition above about 50%;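 note: promastigotes grown with compound for 44 hours at 28 °C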
bIAP act = intestinal alkaline phosphatase (bovine) activation; purified bovine IAP, CDP-star luminescence, 30 min; active compounds read high; fold of DMSO-control signal, blank-subtracted; actives 0.17% (n = 200,000); activation factor at 20 µM;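 active = activation factor of 2 or more at 20 µM, a signal rise over negative controls twice the positive control's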
PMI act hi M6P = PMI (human) activation, high substrate; P34949; coupled PMI enzyme assay, resazurin fluorescence, 20 min; active compounds read high; 1 = untreated enzyme, 0 = substrate-free blank; activation factor at 20 µM; actives 0.34% (n = 190,000); AID 1216;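 active = activation factor of 2 or more at 20 µM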
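Test system – human PMI in coupled enzyme assay · Timing – 20 min incubation at room temperature · Detection – Diaphorase-driven resazurin-to-resorufin fluorescence, excitation 544, emission 590 nm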
Numbers without * were called inactive.

`COCCCNC(=O)C1CC(=O)OC1c1ccc(OC)c(OC)c1` (configuration not stated) gave TNAP inh noacc -11.1, Diaph inh CS 11.0, TNAP act hiacc 1, TNAP inh hiacc -4.1, Diaphorase act 0.9, bIAP inh -1.0, PMI activator 1, L major viab -3.1, bIAP act 1 and PMI act hi M6P 1.
Screening Cc1cc(C)nc(SCC(=O)Nn2cnnc2)n1 returned TNAP inh noacc -7.3, Diaph inh CS 15.9, TNAP act hiacc 1, TNAP inh hiacc -2.3, Diaphorase act 0.8, bIAP inh 0.1, PMI activator 0.9, L major viab -4.9, bIAP act 1 and PMI act hi M6P 0.9.
`CCn1c(SCC(=O)O)nnc1-c1cc2c(C)nn(-c3ccccc3)c2s1` gave TNAP inh noacc -13.2, Diaph inh CS 17.7, TNAP act hiacc 1.1, TNAP inh hiacc -5.7, Diaphorase act 0.8, bIAP inh 0.8, PMI activator 0.9, L major viab -4.3, bIAP act 1 and PMI act hi M6P 0.9.
For CCOc1ccc(NC2c3ccccc3C(=O)N2Cc2ccc3c(c2)OCO3)cc1 (configuration not stated) the results were TNAP inh noacc 14.7, Diaph inh CS 20.8, TNAP act hiacc 1.1, TNAP inh hiacc -8.6, Diaphorase act 0.8, bIAP inh 15.8, PMI activator 1, L major viab 1.4, bIAP act 0.8 and PMI act hi M6P 0.9.
CCCOc1ccc(C2/C(=C(\O)c3c(C)[nH]c(C(=O)OC)c3C)C(=O)C(=O)N2CCN(C)C)cc1 (configuration not stated) was read as TNAP inh noacc -6.4, Diaph inh CS 21.7, TNAP act hiacc 1.1, TNAP inh hiacc -5.5, Diaphorase act 0.8, bIAP inh -4.9, PMI activator 1, L major viab -4.9, bIAP act 1 and PMI act hi M6P 0.9.
CC(C)c1nnc(NC(=O)CCC(=O)NCc2ccco2)s1 was read as TNAP inh noacc -0.9, Diaph inh CS -8.4, TNAP act hiacc 1, TNAP inh hiacc 4.9, Diaphorase act 1.1, bIAP inh 3.0, PMI activator 1, L major viab -5.1, bIAP act 1 and PMI act hi M6P 1.1.
For CCCC1OC23CCCCC2C(C#N)(C(=N)O3)C1(C#N)C#N (configuration not stated) the results were TNAP inh noacc 6.0, Diaph inh CS 10.7, TNAP act hiacc 1, TNAP inh hiacc 1.3, Diaphorase act 0.9, bIAP inh 3.5, PMI activator 1, L major viab -1.4, bIAP act 1 and PMI act hi M6P 0.8.
For N#C/C(=C\c1cccs1)C(=O)Nc1nccs1 the results were TNAP inh noacc 6.5, Diaph inh CS 10.5, TNAP act hiacc 0.9, TNAP inh hiacc 7.1, Diaphorase act 0.9, bIAP inh -15.9, PMI activator 1.1, L major viab -5.4, bIAP act 1.2 and PMI act hi M6P 1.
Screening COC(=O)C1=C(C(C)=O)C(c2ccc(C)cc2)n2nnnc2N1 (configuration not stated) returned TNAP inh noacc -8.7, Diaph inh CS -5.1, TNAP act hiacc 1, TNAP inh hiacc -4.5, Diaphorase act 1.1, bIAP inh 5.1, PMI activator 1, L major viab 7.1, bIAP act 0.9 and PMI act hi M6P 1.
Screening COCCNC(=O)c1ccccc1NC(=O)c1cc(OC)cc(OC)c1 returned TNAP inh noacc -12.5, Diaph inh CS 8.7, TNAP act hiacc 1.1, TNAP inh hiacc -6.3, Diaphorase act 0.9, bIAP inh 1.4, PMI activator 1, L major viab 0.3, bIAP act 1 and PMI act hi M6P 1.
For Nn1c(Cc2cccc3ccccc23)nnc1SCc1ccccc1Cl the results were TNAP inh noacc -12.1, Diaph inh CS 1.0, TNAP act hiacc 1.1, TNAP inh hiacc -6.6, Diaphorase act 1, bIAP inh 2.8, PMI activator 1, L major viab 10.4, bIAP act 1 and PMI act hi M6P 1.
`COc1ccccc1C(=O)NCCn1cc(SCC(=O)NCc2ccco2)c2ccccc21` gave TNAP inh noacc -17.5, Diaph inh CS 24.2, TNAP act hiacc 1.1, TNAP inh hiacc -5.8, Diaphorase act 0.8, bIAP inh 4.5, PMI activator 0.9, L major viab -0.9, bIAP act 1 and PMI act hi M6P 0.8.
Screening Cc1cccc(C(=O)N(Cc2nc3ccccc3c(=O)[nH]2)C2CCCC2)c1 returned TNAP inh noacc 0.1, Diaph inh CS 15.8, TNAP act hiacc 1, TNAP inh hiacc -3.2, Diaphorase act 0.8, bIAP inh 7.1, PMI activator 1, L major viab 4.0, bIAP act 0.9 and PMI act hi M6P 1.
For COc1ccc(S(=O)(=O)NNC(=O)c2csc(-n3nc(C)cc3C(F)(F)F)n2)cc1 the results were TNAP inh noacc -7.7, Diaph inh CS 7.0, TNAP act hiacc 1, TNAP inh hiacc -3.0, Diaphorase act 0.9, bIAP inh 6.3, PMI activator 1, L major viab -4.1, bIAP act 0.9 and PMI act hi M6P 1.1.
Screening CC(C)(C)c1ccc(COn2ccnc2)cc1 returned TNAP inh noacc 2.2, Diaph inh CS -2.2, TNAP act hiacc 1, TNAP inh hiacc -1.2, Diaphorase act 1, bIAP inh -6.7, PMI activator 1, L major viab -4.9, bIAP act 1.1 and PMI act hi M6P 1.1.
Screening Cc1ccc2cccc(OCc3nnc(SCC(=O)O)n3C)c2n1 returned TNAP inh noacc -5.5, Diaph inh CS -2.9, TNAP act hiacc 1, TNAP inh hiacc -3.5, Diaphorase act 1, bIAP inh -4.0, PMI activator 1.1, L major viab -1.6, bIAP act 1 and PMI act hi M6P 1.1.
CCn1c(Cc2cccs2)nnc1SCC(=O)c1ccc(C)cc1 was read as TNAP inh noacc -3.5, Diaph inh CS 15.4, TNAP act hiacc 1, TNAP inh hiacc -4.3, Diaphorase act 0.8, bIAP inh -10.8, PMI activator 0.9, L major viab 0.1, bIAP act 1.1 and PMI act hi M6P 1.
For COc1cc(OC)c(Cl)cc1N the results were TNAP inh noacc -6.9, Diaph inh CS 22.8, TNAP act hiacc 1, TNAP inh hiacc 0.3, Diaphorase act 0.8, bIAP inh 12.5, PMI activator 0.9, L major viab 0.8, bIAP act 0.9 and PMI act hi M6P 0.6.
For CC(C)N1CCC(N2CCN(Cc3ccc(-c4ccccc4Cl)o3)CC2CCO)CC1 (configuration not stated) the results were TNAP inh noacc -11.2, TNAP act hiacc 1, TNAP inh hiacc -2.0, bIAP inh -16.3, L major viab 89.2* and bIAP act 1.2.
For COC(=O)CSC1=C(C#N)C(c2ccc(C(C)C)cc2)CC(=O)N1 (configuration not stated) the results were TNAP inh noacc -18.3, Diaph inh CS 19.2, TNAP act hiacc 1.1, TNAP inh hiacc -5.9, Diaphorase act 0.8, bIAP inh 16.3, PMI activator 1, L major viab -6.1, bIAP act 0.8 and PMI act hi M6P 0.7.
`COC(=O)c1c(C)noc1-c1cc(C)on1` gave TNAP inh noacc -6.4, Diaph inh CS 6.7, TNAP act hiacc 1, TNAP inh hiacc -4.0, Diaphorase act 0.9, bIAP inh 11.3, PMI activator 0.9, L major viab 0.3, bIAP act 0.9 and PMI act hi M6P 0.9.
Screening CCOc1ccc2nc(NC(=O)c3cnc(C)cn3)sc2c1 returned TNAP inh noacc -29.4, Diaph inh CS 1.4, TNAP act hiacc 1, TNAP inh hiacc 0.8, Diaphorase act 1, bIAP inh -32.9, PMI activator 1, L major viab 6.2, bIAP act 1.3 and PMI act hi M6P 1.1.
`O=C(c1ccc(S(=O)(=O)N2CCCCC2)cc1)N1CCN(c2ccccc2)CC1` gave TNAP inh noacc -9.4, Diaph inh CS 1.3, TNAP act hiacc 1, TNAP inh hiacc -4.9, Diaphorase act 1, bIAP inh 14.5, PMI activator 1, L major viab 16.2, bIAP act 0.9 and PMI act hi M6P 1.
Screening O=C(c1cccc(S(=O)(=O)N2CCOCC2)c1)N1CCCc2ccccc21 returned TNAP inh noacc -12.5, Diaph inh CS 20.4, TNAP act hiacc 1.1, TNAP inh hiacc -5.7, Diaphorase act 0.8, bIAP inh -6.5, PMI activator 0.8, L major viab -5.2, bIAP act 1.1 and PMI act hi M6P 0.9.
For CC(=O)c1cccc(CN2CCC(CO)(CCCc3ccccc3)CC2)c1 the results were TNAP inh noacc -3.5, Diaph inh CS 8.1, TNAP act hiacc 1, TNAP inh hiacc -4.2, Diaphorase act 0.9, bIAP inh -10.3, PMI activator 0.8, L major viab 78.8*, bIAP act 1.1 and PMI act hi M6P 0.9.
For COc1c(C)cccc1C(=O)Nc1ccc(CN2CCCCC2)cc1 the results were TNAP inh noacc -5.9, Diaph inh CS 7.1, TNAP act hiacc 0.9, TNAP inh hiacc 11.0, Diaphorase act 0.9, bIAP inh 5.6, PMI activator 1, L major viab 41.7, bIAP act 0.9 and PMI act hi M6P 1.
For O=C(NC1CCCCC1)N1CCCC(CNS(=O)(=O)Cc2ccccc2)C1 (configuration not stated) the results were TNAP inh noacc -4.3, Diaph inh CS 12.2, TNAP act hiacc 1, TNAP inh hiacc -1.0, Diaphorase act 0.9, bIAP inh 0.2, PMI activator 1, L major viab 17.8, bIAP act 1 and PMI act hi M6P 1.
Screening Cc1ccc(CC2CC(=O)N(C(Cc3ccccc3)C(=O)O)C2=O)cc1 (configuration not stated) returned TNAP inh noacc -6.1, Diaph inh CS 8.1, TNAP act hiacc 1.1, TNAP inh hiacc -5.8, Diaphorase act 0.9, bIAP inh -2.4, PMI activator 1, L major viab -15.3, bIAP act 1 and PMI act hi M6P 1.
Cc1ccccc1N1C(=O)CC(N(O)c2ccccc2)C1=O (configuration not stated) was read as TNAP inh noacc -175.5, Diaph inh CS 1.1, TNAP act hiacc 1, TNAP inh hiacc -4.6, Diaphorase act 1, bIAP inh 4.7, PMI activator 1.1, L major viab -7.8, bIAP act 1 and PMI act hi M6P 1.1.
`CCCCNC(=O)c1onc(CSc2cccc(OC)c2)c1C(=O)O` gave TNAP inh noacc -6.5, Diaph inh CS 18.6, TNAP act hiacc 1.1, TNAP inh hiacc -6.4, Diaphorase act 0.8, bIAP inh 14.8, PMI activator 0.9, L major viab -12.7, bIAP act 0.9 and PMI act hi M6P 0.9.
`O=C(COc1ccc2ccccc2c1)NNC(=O)Cc1ccccc1` gave TNAP inh noacc -11.3, Diaph inh CS 4.2, TNAP act hiacc 1, TNAP inh hiacc -2.5, Diaphorase act 1, bIAP inh 3.9, PMI activator 1, L major viab -6.3, bIAP act 1 and PMI act hi M6P 1.1.

Random excerpt: 2 compounds from above.
`O=C(COc1ccc2ccccc2c1)NNC(=O)Cc1ccccc1` gave TNAP inh noacc -11.3, Diaph inh CS 4.2, TNAP act hiacc 1, TNAP inh hiacc -2.5, Diaphorase act 1, bIAP inh 3.9, PMI activator 1, L major viab -6.3, bIAP act 1 and PMI act hi M6P 1.1.
Screening CCOc1ccc2nc(NC(=O)c3cnc(C)cn3)sc2c1 returned TNAP inh noacc -29.4, Diaph inh CS 1.4, TNAP act hiacc 1, TNAP inh hiacc 0.8, Diaphorase act 1, bIAP inh -32.9, PMI activator 1, L major viab 6.2, bIAP act 1.3 and PMI act hi M6P 1.1.

This is a random part of the collection; any-hit rate near 10%.
